Screening results: PubChem BioAssay, several laboratories
Kir21 inh: blocks the mouse Kir2.1 inward-rectifier potassium channel; AID 1672; P35561; B-score at 10 µM; 310,000 tested, 0.85% active; HEK293-Kir2.1, FluxOR thallium flux fluorescence; active compounds read low;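 active means fluorescence ratio B-score at or below minus 3 SD of library scores, with starting-brightness B-score within 2 SD, cut at about -4.2 in these data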;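 further: channel flux triggered by added potassium and thallium sulfate stimulus; B-score of peak minus minimum fluorescence over baseline after thallium stimulus; more negative B-score means stronger Kir2.1 block with less thallium influx; some compounds called inactive have numbers as strong as hits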
KCNQ2 inh: KCNQ2 potassium channel inhibitors, primary screen, cell-based, CHO-K1, FluxOR thallium flux, B-score (AID 2156). B-score at 10 µM. 310,000 tested, 1.1% active. 20 min; active compounds read low. O88943;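 active means fluorescence ratio B-score at most minus 3 library SDs, with starting brightness B-score within 2 library SDs, cut at about -5.5 in these data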
Target sequence (O88943 whole entry, looked up): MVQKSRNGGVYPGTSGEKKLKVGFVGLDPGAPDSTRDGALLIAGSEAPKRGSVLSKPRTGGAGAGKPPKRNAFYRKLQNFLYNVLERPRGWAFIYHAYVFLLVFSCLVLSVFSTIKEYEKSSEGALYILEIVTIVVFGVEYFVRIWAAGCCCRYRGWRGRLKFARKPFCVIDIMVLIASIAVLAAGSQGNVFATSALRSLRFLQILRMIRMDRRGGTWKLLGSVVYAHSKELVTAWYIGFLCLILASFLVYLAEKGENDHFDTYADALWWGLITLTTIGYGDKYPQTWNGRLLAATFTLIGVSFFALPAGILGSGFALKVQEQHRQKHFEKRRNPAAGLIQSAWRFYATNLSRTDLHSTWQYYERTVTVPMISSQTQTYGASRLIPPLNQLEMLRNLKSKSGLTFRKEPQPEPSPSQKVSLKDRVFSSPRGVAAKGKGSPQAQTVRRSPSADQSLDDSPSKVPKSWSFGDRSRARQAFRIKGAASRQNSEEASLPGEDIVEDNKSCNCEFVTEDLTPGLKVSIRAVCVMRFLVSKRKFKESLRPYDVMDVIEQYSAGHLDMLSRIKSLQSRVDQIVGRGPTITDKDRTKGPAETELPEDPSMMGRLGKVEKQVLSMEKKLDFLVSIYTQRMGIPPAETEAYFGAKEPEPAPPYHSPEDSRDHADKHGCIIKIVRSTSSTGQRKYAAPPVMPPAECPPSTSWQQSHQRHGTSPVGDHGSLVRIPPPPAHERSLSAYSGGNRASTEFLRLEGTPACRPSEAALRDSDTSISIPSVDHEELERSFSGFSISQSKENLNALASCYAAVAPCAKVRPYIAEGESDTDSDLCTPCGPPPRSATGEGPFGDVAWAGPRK
STK33 kinase inh: inhibitors of human STK33 kinase | Q9BYT3 | purified STK33, MBP phosphorylation, ADP-Glo luminescence | inhibition, % at 10 µM | 320,000 tested, 0.073% active;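 active means inhibition at or above 25%, using the most active replicate where run in duplicate; inactive means inhibition below 25%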
* hit, by the source's call; i = inactive; . = not tested or not shown.

SMILES,Kir21 inh,KCNQ2 inh,STK33 kinase inh
CCOC(=O)c1ccc(P(=O)(c2ccccc2)c2ccccc2)cc1,-0.29,i,-1.8
CS(=O)(=O)Nc1ccc(N2CCCCC2)c(Cl)c1,-0.43,i,-0.8
COC(=O)c1ccc(C)c(NC(=O)Cn2cnc3ccccc3c2=O)c1,1.51,i,-3.1
CCc1cc(=O)oc2c(C)c(OCC(=O)NC3CC(C)(C)NC(C)(C)C3)ccc12,-2.36,i,0.3
Cc1ccc(C(=O)Nc2nc3ccccc3n3nnnc23)cc1,0.9,i,-1.7
CCOc1ccc(N2CC(C(=O)NCCc3c[nH]c4ccc(OC)cc34)CC2=O)cc1 (configuration not stated),0.54,i,-0.8
CC(C)N1CCC(N2CCN(Cc3ccc(C#CC(C)(C)O)s3)CC2CCO)CC1 (configuration not stated),-1.33,i,-0.3
CC(=O)c1ccc(-c2ccc(C(=O)NCC(c3ccc(F)cc3)N3CCOCC3)o2)cc1 (configuration not stated),-1.67,i,0.2
CCCCC(c1nnnn1CCOC)N1CCN(C(=O)c2ccco2)CC1 (configuration not stated),1.04,i,.
CC(C)c1cc(C(=O)NCc2cccnc2)no1,-1.86,i,-2.2
Cc1ccc(Oc2ncccc2CO)cc1,2.89,i,1.0
COCCNC(=O)Cn1c(=O)n(CCC(=O)NCCc2ccccc2)c(=O)c2ccccc21,0.02,i,-0.9
CC1(O)CC(=O)N(c2ccccc2)O1 (configuration not stated),-0.04,i,-2.7
Cc1ccc2c3c(cccc13)-c1ccccc1C2=O,-1.2,i,.
COc1ccc(C2(O)CCN(Cc3nnnn3Cc3ccc(F)cc3)CC2)cc1,1.59,i,-1.4
COc1ccccc1CNC(=O)CSc1ccc(-c2ccccn2)nn1,1.65,i,1.2
CC1CN(C2CCN(S(=O)(=O)c3ccccc3)CC2)CC(C)O1 (configuration not stated),-1.69,i,-1.0
Cc1sc(NC(=O)CCC(=O)O)c(C(N)=O)c1-c1ccccc1,0.44,i,1.8
COc1cc2ncnc(NCc3cccc(Cl)c3)c2cc1OC,0.15,i,5.6
Cc1c(CN2CCCC(C(=O)c3cccc(OC(C)C)c3)C2)c(=O)n(-c2ccccc2)n1C (configuration not stated),0.75,i,-2.2
CSc1ccccc1OCc1cc(C(=O)NC2CCc3ccccc32)no1 (configuration not stated),-0.55,i,-0.7
Cc1cccc(-n2c(-c3ccncc3)n[nH]c2=S)c1,0.65,i,-1.4
O=C(COc1ccc(F)cc1)NC1CC1,0.64,i,-1.4
O=C(Nc1nnc(Cc2ccc(F)cc2)s1)Nc1ccccc1F,-1.17,i,-3.1
Cc1ccc2c(c1)N(CC(=O)N1CCCc3ccccc31)C(=O)C(C)O2 (configuration not stated),0.59,i,-0.8

Other compounds.
SMILES,Kir21 inh,KCNQ2 inh,STK33 kinase inh
CCC(=O)N(CCCN(C)C)c1nc(-c2cc(OC)ccc2OC)cs1,-0.51,i,0.1
Cc1ccc(C)n1-c1nn(S(=O)(=O)c2ccccc2)c2cccc(F)c12,0.93,i,-2.2
COc1ccc(N2CC(O)=C(c3nc(-c4ccccc4)cs3)C2=N)cc1,0.59,i,-1.7
Cc1ccc(-c2nc(CN3CCCC(C(=O)N4CCOCC4)C3)c(C)o2)cc1 (configuration not stated),1.16,i,0.3
COc1cccc(NC(=O)C2CCN(C(=O)[C@@H]3Cc4ccccc4CN3)CC2)c1,-0.45,i,-0.6
COCCNC(=O)CN(Cc1ccccc1)S(=O)(=O)c1ccc2nc(C)sc2c1,-0.77,i,-0.8
Cc1ccc(S(=O)(=O)N2CCCC(C(=O)Nc3ccc(C(=O)O)cc3)C2)cc1Cl (configuration not stated),-4.5,i,-1.7
N/C(Cc1ccc(Cl)c(Cl)c1)=N\OC(=O)c1ccc(Br)o1,0.07,i,-0.3
CCN(CC)C(=O)CSc1nc2sc3c(c2c(=O)n1CCOC)CCC3,0.1,i,-0.1
Nc1nonc1-c1noc(N2CCCCC2)n1,0.24,i,1.6
CCc1cccc(OCCn2nc(C(=O)O)c3ccccc3c2=O)c1,1.75,i,-1.9
COC(=O)CCC(=O)NNC(=O)C1CC1(c1ccccc1)c1ccccc1 (configuration not stated),0.43,i,1.1
COc1cc(C(=O)Nc2ccncc2)cc(OC)c1OC,-0.24,i,0.6
CCOC(=O)c1c(CN(C)C)n(-c2ccccc2)c2cc(Br)c(O)cc12,-2.3,i,-0.4
c1ccc2c(c1)COC(CNC1CCCCC1)OC2,0.38,i,-0.3
CC1CCCCC1NC(=O)CSCC(=O)O (configuration not stated),1.62,i,-1.2
Cc1nc2cc(N3CCCCC3)c(NC(=O)c3ccncc3)cc2c(=O)n1Cc1ccc(Cl)cc1,0.99,i,-1.1
O=C(CCn1nc(-c2ccc(Cl)cc2)ccc1=O)NCc1cccnc1,-0.73,i,0.1
CCOC(=O)c1c(C)nc2c(c1-c1cc(OC)ccc1OC)C(=O)c1ccccc1-2,0.7,i,-0.6
CCC12CN3CCN(CC(C3)/C1=N\NC(=O)Nc1ccccc1)C2,0.01,i,.
Cc1cc(C)cc(NC(=O)C2CCCN2/C=C/C(=O)C(F)(F)F)c1 (configuration not stated),-1.61,i,-0.2
NS(=O)(=O)c1ccc(NC(=O)CN2C(=O)C3C4C=CC(C4)C3C2=O)cc1 (configuration not stated),0.07,i,-0.1
Fc1ccc2c(c1)C(c1ccc(N3CCOCC3)cc1)=NNC(c1cccs1)=N2,1.41,i,0.1
COc1cccc(-c2nc(CS(=O)(=O)c3ccccc3)no2)c1,-0.47,i,-0.1
O=C(CCCN1C(=O)c2ccccc2C1=O)Nc1ccc(S(=O)(=O)N2CCOCC2)cc1,1.81,i,-1.6

One compound at a time (already shown). Values in the order: Kir21 inh	KCNQ2 inh	STK33 kinase inh
`CCC12CN3CCN(CC(C3)/C1=N\NC(=O)Nc1ccccc1)C2` across the screens: 0.01	i	.
`N/C(Cc1ccc(Cl)c(Cl)c1)=N\OC(=O)c1ccc(Br)o1` across the screens: 0.07	i	-0.3
`CC1CCCCC1NC(=O)CSCC(=O)O` (configuration not stated) across the screens: 1.62	i	-1.2
`Cc1ccc(-c2nc(CN3CCCC(C(=O)N4CCOCC4)C3)c(C)o2)cc1` (configuration not stated) across the screens: 1.16	i	0.3
`NS(=O)(=O)c1ccc(NC(=O)CN2C(=O)C3C4C=CC(C4)C3C2=O)cc1` (configuration not stated) across the screens: 0.07	i	-0.1

Some of the entries so far, field by field:
SMILES: COc1cc2ncnc(NCc3cccc(Cl)c3)c2cc1OC
- Kir21 inh = 0.15
- KCNQ2 inh = i
- STK33 kinase inh = 5.6
SMILES: COc1ccccc1CNC(=O)CSc1ccc(-c2ccccn2)nn1
- Kir21 inh = 1.65
- KCNQ2 inh = i
- STK33 kinase inh = 1.2
SMILES: COc1cc(C(=O)Nc2ccncc2)cc(OC)c1OC
- Kir21 inh = -0.24
- KCNQ2 inh = i
- STK33 kinase inh = 0.6
SMILES: CCOc1ccc(N2CC(C(=O)NCCc3c[nH]c4ccc(OC)cc34)CC2=O)cc1 (configuration not stated)
- Kir21 inh = 0.54
- KCNQ2 inh = i
- STK33 kinase inh = -0.8

(cont.)
SMILES,Kir21 inh,KCNQ2 inh,STK33 kinase inh
COCCn1c(SCC(=O)OCc2ccccc2)nc2c1c(=O)[nH]c(=O)n2C,0.71,i,2.0
COc1cc(/C=N/NC(=O)c2nc(-c3ccccc3)n(-c3ccccc3)n2)ccc1O,-0.01,i,-0.6
CC1(c2nnc(-c3ccc(F)cc3)o2)CC(c2ccccc2)=NO1 (configuration not stated),-0.74,i,-0.2
CCOc1cc(C=O)ccc1OCC(=O)NC(C)(C)C,-0.51,i,-0.1
Cc1cc(-c2n[nH]c(=S)n2/N=C/c2c[nH]c3ccccc23)n[nH]1,0.62,i,1.8
c1ccc2oc(-c3ccc4nc[nH]c4c3)nc2c1,-0.2,i,-0.2
CCOC(=O)C1=C(C)NC(=O)N(C(C)=O)C1c1ccc(Cl)cc1 (configuration not stated),-0.06,i,-0.8
O=C(NOC(=O)c1ccccc1F)c1ccc(OC(F)F)cc1,-0.53,i,0.1
O=C(Cc1c(F)cccc1Cl)Nc1cccnc1,-1.34,i,-2.5
COc1cccc(OC)c1C(=O)OCC(=O)N(C)c1ccccc1,0.46,i,-1.1
CN1CCN(C(=O)C23CC4CC(CC(C4)C2)C3)CC1,0.66,i,-11.0
Cc1cc(C)nc(SSc2nc(C)cc(C)n2)n1,0.03,i,-1.4
O=C(O)c1ccc2c(=O)n3c(nc2c1)/C(=C/c1ccc(OC(F)F)cc1OC(F)F)CC3,1.75,i,0.3
COc1ccc(C2=NN(C(=O)c3cccnc3)C(c3ccccc3)C2)cc1 (configuration not stated),-0.83,i,-0.5
O=C(Nc1ccc(F)cc1F)c1c(C(F)(F)F)ccnc1Oc1cccc(C(F)(F)F)c1,-0.54,i,-2.2
C=Cn1cc[n+](CC(=O)c2ccc(OC)cc2)c1,-1.43,i,-1.6
COc1cccc(C(=O)C2CCCN(C/C=C/c3ccccc3OC)C2)c1 (configuration not stated),0.02,i,0.1
COc1ccc(-c2csc(Nc3ccc(S(=O)(=O)Nc4cc(OC)nc(OC)n4)cc3)n2)cc1,1.6,i,-1.8
COc1ccc(NC(=S)N(CCC(C)C)C2CCN(C(C)C)CC2)cc1Cl,-0.42,i,-1.0
Cc1nn(C)c(C(=O)N/N=C/c2cccc(Oc3ccccc3)c2)c1Br,-2.33,i,0.0
Cc1csc(SCC(=O)Nc2cc(S(=O)(=O)N3CCCC3)ccc2Cl)n1,0.87,i,0.4
CC1CCN(S(=O)(=O)N2CCC(C(=O)O)CC2)CC1,-1.08,i,-1.6
CCOc1ccc(C(CC(=O)O)NC(=O)c2sc3ccccc3c2Cl)cc1 (configuration not stated),0.29,i,-0.8
CCNc1nc(SC(C)C(=O)OC)nc(N2CCOCC2)n1 (configuration not stated),-1.82,i,7.8
CSc1nc(C)c2c(n1)N(c1ccc(O)cc1)CC2,1.78,i,-0.9

The list goes on:
canonical_smiles	Kir21 inh	KCNQ2 inh	STK33 kinase inh
COc1ccc(CC(C)N2CCN(c3ccccc3OC)CC2)cc1OC (configuration not stated)	-0.62	i	-1.7
O=C(COC(=O)Cc1c(F)cccc1Cl)NCCC1=CCCCC1	-0.11	i	-1.1
CCOc1ccc(NC(=O)c2ccccc2OCC(=O)c2ccccc2)cc1	-2.57	i	0.9
COc1cc2c(cc1OC)CN(c1ccc(C(F)(F)F)cn1)CC2	0.57	i	-1.8
COc1ccc(CCC(=O)Nc2ccc(C)c(S(=O)(=O)N(C)C)c2)cc1OC	-0.71	i	-1.6
CCN1CCN(C(c2cccs2)C(C)NC(=S)Nc2cc(C)ccc2C)CC1 (configuration not stated)	-5.52*	i	0.5
O=C(COC(=O)c1nn(-c2ccccc2)c(=O)c2ccccc12)NC1CCS(=O)(=O)C1 (configuration not stated)	0.25	i	-1.6
NC(=O)C1=C[C@@H](c2coc3ccccc3c2=O)C[C@@H](OCc2ccc(CO)cc2)O1	-1.23	i	-0.2
O=C(CCN1C(=O)S/C(=C\c2cccs2)C1=O)Nc1nccs1	-0.83	i	-1.8
NC(=O)c1sc2nc(-c3cccs3)ccc2c1N	0.07	i	13.1

(list continues)
canonical_smiles	Kir21 inh	KCNQ2 inh	STK33 kinase inh
COc1ccccc1N(CC(=O)NCC1CCCO1)C(=O)CCC(=O)Nc1nccs1 (configuration not stated)	0	i	-0.1
O=C(CN1C(=O)NC2NC(=O)NC21)NC1CCCCC1 (configuration not stated)	3.38	i	-1.7
Cn1c(=O)c2c(nc(NCC3CCCO3)n2Cc2ccccc2)n(C)c1=O (configuration not stated)	-0.88	i	-0.7
O=C(c1cc2cc(C(F)(F)F)ccc2s1)N1CCOCC1	1.13	i	-0.5
Cc1cccc(Nc2nc(N)nc(-c3oc4ccccc4c3C)n2)c1	3.25	i	-1.0
COc1ccc(C2C(C(=O)O)c3ccccc3C(=O)N2Cc2ccco2)cc1 (configuration not stated)	2.3	i	-1.3
CCOC(=O)COc1ccc(C2NC(C(=O)O)CS2)cc1 (configuration not stated)	-1.3	i	0.7
Cc1c(C(=O)N(Cc2cccs2)C2CCS(=O)(=O)C2)oc2ccccc12 (configuration not stated)	-0.03	i	-0.6
O=C(Oc1cc(-c2ccccc2)no1)c1ccc(F)cc1	1.63	i	-0.2
CC(C)c1ccc(NC(=O)C2=NNC(=O)CC2)cc1	0.28	i	-1.3

Next part.
canonical_smiles	Kir21 inh	KCNQ2 inh	STK33 kinase inh
CCCN(CCC)S(=O)(=O)c1nc2nc(C)cc(C)n2n1	0.51	i	-0.2
COc1cccc(CNc2nc3ccccc3n2C(C)C)c1O	-0.24	i	.
CN1CCC(OC(=O)C23CCC(C)(C(=O)O2)C3(C)C)CC1 (configuration not stated)	-0.25	i	-2.9
O=C(Nc1nc(=O)c2ccccc2s1)c1ccc(F)cc1	0.82	i	-0.9
OC1=C(O)c2nc3cc(F)ccc3nc21	0	i	0.8
O=C(NCCc1c[nH]c2ccccc12)C1CCCN(S(=O)(=O)c2ccccc2)C1 (configuration not stated)	-0.04	i	-2.1
Nc1ccc(-c2nc3c(Cl)cc(N)cc3[nH]2)cc1	0.76	i	0.0
O=C(/C=C/c1ccc2c(c1)OCO2)Nc1cc(S(=O)(=O)N2CCOCC2)ccc1N1CCOCC1	-0.1	i	-0.8
CCOc1ccccc1CN1CCC(n2nccc2NC(=O)CCc2ccccc2)CC1	-1.51	i	-2.3
Cc1cc(=O)[nH]c(-n2[nH]c(C)cc2=O)n1	-0.03	i	0.6
